Screening data (PubChem)
SRC1 TRFRET art: TR-FRET detection interference compounds, primary screen, artefact control for PPARgamma SRC-1 recruitment agonists, biochemical, TR-FRET emission ratio; TR-FRET ratio at 8 µM; TR-FRET detection artefact counter-screen; stronger effect = higher value; hit rate 0.34% among 99,000; in the data active = TR-FRET ratio above about 2300; note: inactives centre near 1800
SRC3 TRFRET art: TR-FRET detection interference compounds, artefact control for PPARgamma SRC-3 recruitment agonists, biochemical, TR-FRET ratio; TR-FRET artefact counter-screen, PPARgamma/SRC-3 format; stronger effect = higher value; TR-FRET ratio at 8 µM; hit rate 0.39% among 99,000; AID 1048, 2008; in the data active = TR-FRET ratio above about 2000; note: inactives centre near 1600
Starred values were filed as active, the others as inactive.

Order of values: SRC1 TRFRET art, SRC3 TRFRET art
1. N/C(=N\OS(=O)(=O)c1ccccc1)c1ccccn1
→ 1964, 1587
2. O=C(CSc1nc(-c2cccs2)cc(C(F)(F)F)n1)NCCCN1CCOCC1
→ 1588, 1460
3. O=C(CN1C(=O)S/C(=C\c2ccc(F)cc2)C1=O)Nc1cccc(S(=O)(=O)NCc2ccco2)c1
→ 1786, 1799
4. Cc1ccc(CN2CCN(/N=C/c3ccc(C(=O)O)cc3)CC2)cc1
→ 1436, 1428
5. COc1ccc(-c2cn(-c3ccc(C)cc3C)c(=O)[nH]2)cc1OC
→ 1557, 1658
6. CCC(c1nc2ccccc2c(=O)n1-c1nc2ccccc2s1)N1C(=O)c2ccccc2C1=O (centres undefined)
→ 1924, 1450
7. Cc1ccc(OCCCC(=O)Nc2nnc(C3CCCO3)s2)c(C)c1 (centres undefined)
→ 1592, 1524
8. CC(C)C1NC(=S)N(C2CCCCC2)C1=O (centres undefined)
→ 1865, 1449
9. COc1ccc(-c2nc(-c3ccccn3)no2)cc1
→ 1869, 1595
10. O=C(CSc1nc2ccccc2c(=O)[nH]1)N1CCOCC1
→ 1923, 1406
11. O=C(O)CCCCCn1c(SCc2cc(=O)n3ccccc3n2)nc2ccsc2c1=O
→ 1724, 1545
12. CCC(=O)Nc1ccccc1C(=O)OC(c1ccccc1)c1ccccc1
→ 1626, 1526
13. CCc1cccc(NC(=O)Nc2ccc3c(c2)OCO3)c1
→ 1627, 1517
14. O=C(COc1ncnc2ccccc12)NCCc1ccc(F)cc1
→ 1632, 1645
15. COc1ccc(-c2ccnc(SCC(=O)c3ccc(OC)c(OC)c3)n2)cc1
→ 1790, 1649
16. COC(=O)C1=C(C)Nc2[nH]c(=S)[nH]c(=O)c2C1c1ccc(OC)cc1 (centres undefined)
→ 1606, 1679
17. COc1cc(OC)cc(-n2nnnc2SCC(=O)NCCc2ccc(OC)c(OC)c2)c1
→ 1635, 1663
18. Cc1ccc(C(=O)c2ccc(C)cc2)cc1
→ 1866, 1428
19. CC1(NC(=S)N(CCO)CCO)CCS(=O)(=O)C1 (centres undefined)
→ 1564, 1651
20. COc1ccc(C=NCC2OCCc3ccccc32)cc1OC (centres undefined)
→ 1705, 1482
21. O=C(/C=C/c1ccc(F)cc1)NCC1(c2ccccc2)CCOCC1
→ 1885, 1548
22. Cc1ccc(Cl)cc1N(CC(=O)NCc1ccc2c(c1)OCO2)S(C)(=O)=O
→ 1974, 1674
23. CC(=O)N1C(=O)N(C(C)=O)C2C1N(C)C(=O)N2C(C)=O (centres undefined)
→ 1616, 1586
24. COCCN(CC(=O)NC1CCCCC1)C(=O)/C=C/C(=O)c1ccc(OC)cc1O
→ 1649, 1837
25. Cc1nc2ccccc2c(-c2ccccc2)c1CC(=O)O
→ 1858, 1754
26. O=C(CCN1CCN(c2ccccc2)CC1)NNC(=S)Nc1ccccc1Cl
→ 1922, 1583
27. Cc1ccc(NCC(=O)N/N=C/c2cccc(Br)c2)cc1
→ 1607, 1626
28. CCc1ccc(OC2=NS(=O)(=O)c3ccccc32)cc1
→ 1692, 1729
29. COc1ccc(C)cc1-n1nnnc1SCc1cc(=O)n2cc(C)ccc2n1
→ 1690, 1724
30. COc1c2ccoc2c(OC[C@@H](O)C(C)(C)OC)c2oc(=O)ccc12
→ 1877, 1572
31. Cc1cc2ccccn2c1C(=O)c1ccc(NN)c([N+](=O)[O-])c1
→ 1669, 1674
32. Cc1nn(CC(=O)NCCCc2ccccc2)c(C)c1[N+](=O)[O-]
→ 1995, 1604
33. COc1cc(CNCc2ccccn2)ccc1OCC(=O)NC1CCCCC1
→ 1577, 1526
34. CC#CC[N+](C)(CC#CC)CC(=O)c1ccccc1
→ 1977, 1665
35. CCc1cc(-c2n[nH]c(=S)n2CC(C)C)cs1
→ 2092, 1660
36. O=C(CSc1nc2ccccc2o1)N1c2ccccc2Sc2ccc(C(F)(F)F)cc21
→ 1846, 1725
37. NNc1nc2ccccc2nc1C(F)(F)F
→ 1789, 1618
38. O=C1NCC(=O)N(Cc2ccccc2)/C1=C/c1ccccc1
→ 1683, 1528
39. CN1CCN(c2ncnc3sc(-c4ccccc4)cc23)CC1
→ 1851, 1696
40. CN(C)C(=O)C1CCC(=O)N1Cc1cccs1 (centres undefined)
→ 1481, 1473
41. CCCn1c(SCC(=O)NC2CCCCC2)nnc1-c1ccccn1
→ 1830, 1687
42. Cc1cc(C)nc(NS(=O)(=O)c2ccc(N/C=C\C(=O)c3cccs3)cc2)n1
→ 1647, 1642
43. CC(CCc1ccccc1)NC(=O)C(=O)NCc1ccccc1 (centres undefined)
→ 1602, 1550
44. COC(=O)CCSCC(=O)Nc1nnc(C)s1
→ 1944, 1620
45. Cc1nc(Cl)sc1C(=O)Nc1cccc(Cl)c1C
→ 1784, 1572
46. C=CCOC(=O)C1=C[C@H](c2coc3ccccc3c2=O)C[C@H](OCc2ccc(CO)cc2)O1
→ 1545, 1478
47. CN(c1ccccc1)c1ccc(/C=C(\CCC(=O)O)c2nc3ccccc3s2)cc1[N+](=O)[O-]
→ 1807, 1454
48. C=CCOC(=O)C1=C[C@@H](c2csc3ccccc23)C[C@@H](OCc2ccc(CO)cc2)O1
→ 1690, 1523
49. Cc1cccc(C)c1OCC(O)CN(Cc1ccccc1O)C1CCCCC1 (centres undefined)
→ 1661, 1502
50. O=C(Nc1cccc(S(=O)(=O)N2CCCCC2)c1)c1ccccn1
→ 1792, 1457
51. CCN(CC)C(=O)Oc1cc(=O)n2c3c(cccc13)CCC2
→ 1693, 1452
52. Cc1ccc(/C(N)=N/OC(=O)CSc2ccccc2)cc1
→ 1640, 1594
53. CCOC(=O)c1cc2occc2n1CC(=O)N1CCOCC1
→ 1814, 1699
54. O=C(CCC1CCCN(Cc2ccncc2)C1)NCc1ccc(F)c(F)c1 (centres undefined)
→ 1901, 1683
55. Cc1cccc(C2c3[nH]c4ccccc4c3CCN2C(=O)c2ocnc2C)n1 (centres undefined)
→ 2159, 1623
56. CCN(CC)CCN(C(=O)C1=COCCO1)c1nc2cc3c(cc2s1)OCO3
→ 1621, 1631
57. COc1ccc(C(=O)CSc2nnc(NC(=O)C3CC(=O)N(c4cccc(OC)c4)C3)s2)cc1 (centres undefined)
→ 1916, 1553
58. CC1CN(CCOc2ccccc2-c2ccccc2)CC(C)O1 (centres undefined)
→ 1739, 1459
59. Cc1ccc(NC(=O)c2oc3ccccc3c2NC(=O)C2CCCO2)cc1C (centres undefined)
→ 1705, 1773
60. CCN(CC)S(=O)(=O)c1ccc(Cl)c(NC(=O)c2ccc(C#N)cc2)c1
→ 1753, 1535

Shown with each value named: three of the compounds above.
(46) C=CCOC(=O)C1=C[C@H](c2coc3ccccc3c2=O)C[C@H](OCc2ccc(CO)cc2)O1
- SRC1 TRFRET art: 1545
- SRC3 TRFRET art: 1478

(35) CCc1cc(-c2n[nH]c(=S)n2CC(C)C)cs1
- SRC1 TRFRET art: 2092
- SRC3 TRFRET art: 1660

(40) CN(C)C(=O)C1CCC(=O)N1Cc1cccs1 (centres undefined)
- SRC1 TRFRET art: 1481
- SRC3 TRFRET art: 1473

Later entries
Order of values: SRC1 TRFRET art, SRC3 TRFRET art
61. NC(=O)Cc1nc(-c2ccccc2)cs1
→ 1930, 1567
62. CC(=O)N(c1ccccc1Cl)S(=O)(=O)c1ccc(Cl)cc1
→ 1868, 1562
63. O=C(NC(=S)NCCc1ccccn1)c1ccco1
→ 1961, 1736
64. Cc1cc(N2CCN(C)CC2)nc2ccc(NC(=O)c3ccc(Br)o3)cc12
→ 1813, 1666
65. CCCOC(=O)/C(=C\C=C\c1ccccc1)NC(=O)c1ccccc1
→ 2078, 1595
66. Cc1ccc(C)c(N2CCN(C(=O)CCCN3C(=S)NC(C)(C)CC3C)CC2)c1 (centres undefined)
→ 1531, 1482
67. COc1cc2c(cc1OC)CN(Cc1cccs1)CC2
→ 1792, 1319
68. O=C(NCc1cccnc1)C(=O)NCC1OCCN1S(=O)(=O)c1ccccc1 (centres undefined)
→ 1688, 1814
69. CCN(CC)S(=O)(=O)c1ccc(O)c(C(=O)OCC(=O)Nc2cc(C)c(C)cc2[N+](=O)[O-])c1
→ 1952, 1717
70. CC(=O)NC(Cc1ccccc1)C(=O)OCC(=O)c1ccccc1 (centres undefined)
→ 1568, 1526
71. O=S(=O)(Nc1cc2nc3ccccc3nc2n1Cc1ccccc1)c1ccc(Cl)cc1
→ 1716, 1724
72. CCCN1C(=O)c2cccc3c(N4CCCCC4)ccc(c23)C1=O
→ 1719, 1586
73. CCN(CC)S(=O)(=O)c1ccc(N2CCOCC2)c(NC(=O)c2cnccn2)c1
→ 1865, 1615
74. COc1ccc(NC(=S)Nc2ccccc2OC)c(OC)c1
→ 1591, 1674
75. O=[N+]([O-])c1cc2c(cc1/C=N/Nc1nc(N3CCCC3)nc(N3CCCC3)n1)OCO2
→ 1946, 1604
76. Cc1coc2cc3oc(=O)c(Cc4ccccc4)c(C)c3cc12
→ 2041, 1759
77. ClCC1CN(Cc2ccccc2Cl)CCO1 (centres undefined)
→ 1534, 1616
78. O=C(N/N=C(\c1ccccc1)c1ccccn1)c1cccc([N+](=O)[O-])c1
→ 1706, 1777
79. O=C(/C=C/c1ccccc1)N1CCN(c2c(Cl)cccc2[N+](=O)[O-])CC1
→ 1450, 1413
80. O=C(CN1C(=O)C2C3C=CC(C3)C2C1=O)Nc1ccc(F)cc1 (centres undefined)
→ 1919, 1555
81. O=c1c2ccccc2cnn1Cc1n[nH]c(=S)n1-c1cc(Cl)cc(Cl)c1
→ 1746, 1457
82. CCOC(=O)c1c(-c2ccc(F)cc2)csc1/N=C/N(C)C
→ 1789, 1674
83. CCOC(=O)C1CCN(C(c2cccs2)c2sc3nc(C)nn3c2O)CC1 (centres undefined)
→ 1776, 1494
84. Cc1ccc2nc(NC(=O)COC(=O)c3ccccn3)sc2c1
→ 1916, 1643
85. O=C(COC(=O)CCN1C(=O)c2cccc([N+](=O)[O-])c2C1=O)NC1CCS(=O)(=O)C1 (centres undefined)
→ 1824, 1852
86. O=C(O)CCC(=O)Nc1ccc(/C=C/C(=O)C2CC2)cc1
→ 1846, 1505
87. Cc1cc(S(=O)(=O)NCc2ccccc2)ccc1OCC(=O)Nc1cccc([N+](=O)[O-])c1
→ 1982, 1631
88. COc1ccccc1CCNC(=O)c1cnn2c(C(F)F)cc(C)nc12
→ 1898, 1700
89. Cn1cccc1CC(=O)NNC(=O)Nc1ccc(Cl)cc1
→ 1554, 1679
90. O=C(CSc1cccc[n+]1[O-])c1ccc(Cl)s1
→ 1465, 1418
91. CNC(=O)COC(=O)c1cc(-c2ccccc2)nn1-c1ccccc1
→ 1702, 1598
92. COc1ccccc1/C=C/C(=O)NCC(=O)N/N=C/c1ccc2c(c1)OCO2
→ 1869, 1835
93. CCn1ccnc1CN1CCN(CC=C(C)C)C(CCO)C1 (centres undefined)
→ 1948, 1513
94. CCN(CC)S(=O)(=O)c1ccc2c(c1)c(=O)c(C(=O)NCCCN(C)c1ccccc1)cn2C
→ 1763, 1517
95. Cc1ccc(-c2nc(N)sc2CC(=O)OCC(=O)NCC2CCCO2)cc1 (centres undefined)
→ 1765, 1513
96. CC1=C(C(=O)OC(C)C)C(c2cccs2)C(C(=O)OC(C)C)=C(C)N1
→ 1861, 1497
97. Cc1ccc(N(CC(O)CN2CCCCC2)S(=O)(=O)c2ccccc2[N+](=O)[O-])cc1 (centres undefined)
→ 1739, 1578
98. Cc1ccccc1C(=O)NC(=S)NCCC1=CCCCC1
→ 1830, 1668
99. Cc1ccc(NC(=O)C(=O)Nc2ccc(C)cn2)nc1
→ 1613, 1461
100. COCCNC(=O)CN(c1cccc(OC)c1)S(=O)(=O)c1ccc(C)cc1
→ 1880, 1652
101. Cc1ccc(N2C(=O)C(CN3CCOCC3)C2c2ccccc2)cc1 (centres undefined)
→ 1651, 1621
102. Cc1oc(-c2ccccc2Cl)nc1CSc1nc2c(c(=O)[nH]1)CCC2
→ 1881, 1626
103. CCn1c(=O)cc(C(F)(F)F)[nH]c1=S
→ 1920, 1627
104. CSCCCNC(=S)N1CCN(S(=O)(=O)c2cccc(C(F)(F)F)c2)CC1
→ 1773, 1569
105. Cc1cc(C(=O)COC(=O)c2ccc[nH]c2=O)c(C)n1CCc1ccc(F)cc1
→ 1881, 1706
106. N=C1C(c2ccccc2)=C(O)CN1c1cccc(S(N)(=O)=O)c1
→ 1745, 1574
107. CN(C)CCNc1ccc(Cl)cc1[N+](=O)[O-]
→ 1701, 1579
108. COc1cccc(-n2cnc3sc(C)c(C)c3c2=O)c1
→ 1727, 1513
109. COc1ccc(-c2c(C#N)c(N)n(N)c(=O)c2C#N)cc1Cl
→ 1808, 1554
110. O=C(N/N=C/c1ccc(OC(F)F)cc1)c1cccc(S(=O)(=O)N2CCOCC2)c1
→ 1987, 1617
111. CC(=O)N(c1ccccc1)C(C)c1nc(C#N)c(C#N)nc1C (centres undefined)
→ 1736, 1594
112. CCC1SC(CC)C(=O)N(CC(=O)NC2CCCCC2)C1=O (centres undefined)
→ 1842, 1629

In another format: entries from further up.
# | mol | SRC1 TRFRET art | SRC3 TRFRET art
96 | CC1=C(C(=O)OC(C)C)C(c2cccs2)C(C(=O)OC(C)C)=C(C)N1 | 1861 | 1497
97 | Cc1ccc(N(CC(O)CN2CCCCC2)S(=O)(=O)c2ccccc2[N+](=O)[O-])cc1 (centres undefined) | 1739 | 1578
98 | Cc1ccccc1C(=O)NC(=S)NCCC1=CCCCC1 | 1830 | 1668
99 | Cc1ccc(NC(=O)C(=O)Nc2ccc(C)cn2)nc1 | 1613 | 1461
100 | COCCNC(=O)CN(c1cccc(OC)c1)S(=O)(=O)c1ccc(C)cc1 | 1880 | 1652
101 | Cc1ccc(N2C(=O)C(CN3CCOCC3)C2c2ccccc2)cc1 (centres undefined) | 1651 | 1621

These rows are one share of the data; count on the stated rates, not on these rows.
